# Compound activity (PubChem)
# SRC2 TRFRET art – TR-FRET artefact, counter-screen to PPARgamma/SRC-2 agonist assay; TR-FRET ratio at 8 µM; hits give high values; 200,000 compounds, 0.4% hits; in the data active = TR-FRET ratio above about 2000; also: inactives centre near 1500
# PPARg SRC-2 ag – promotes SRC-2 coactivator recruitment by human PPARgamma; P37231; PPARgamma LBD-SRC-2 recruitment, biochemical; activation, % at 8 µM; 200,000 compounds, 0.34% hits; in the data active = activation above about 22%;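 also: 0% = vehicle and 100% = reference agonist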
# Target sequence (P37231 whole entry, looked up, the tested form may be a part): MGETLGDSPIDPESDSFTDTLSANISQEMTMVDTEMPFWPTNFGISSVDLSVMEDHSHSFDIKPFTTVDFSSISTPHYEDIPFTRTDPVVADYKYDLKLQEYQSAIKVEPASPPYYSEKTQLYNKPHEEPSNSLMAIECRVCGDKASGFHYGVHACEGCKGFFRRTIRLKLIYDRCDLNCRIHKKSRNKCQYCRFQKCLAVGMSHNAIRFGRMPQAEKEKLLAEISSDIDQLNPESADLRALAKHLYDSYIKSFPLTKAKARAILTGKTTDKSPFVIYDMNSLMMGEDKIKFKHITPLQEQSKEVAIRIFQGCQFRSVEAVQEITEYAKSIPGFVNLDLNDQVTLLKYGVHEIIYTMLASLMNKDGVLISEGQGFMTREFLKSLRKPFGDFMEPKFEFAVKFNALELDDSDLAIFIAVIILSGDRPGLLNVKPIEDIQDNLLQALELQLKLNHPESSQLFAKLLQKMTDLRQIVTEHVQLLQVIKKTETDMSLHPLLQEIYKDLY
# bIAP inh – intestinal alkaline phosphatase (bovine) inhibition; 190,000 tested, under 10 active; inhibition, % at 20 µM; purified bovine IAP, CDP-star luminescence, 30 min;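 active = over 50% inhibition of intestinal alkaline phosphatase at 20 µM in the single-dose screen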
#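 Assay system – bovine IAP enzyme · Quantity – bovine IAP at 1/65,000,000 final dilution · Detection – CDP-star luminescence signal · Times – 30 min reaction at room temperature · Also added – CDP-star substrate at 30 µM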
# TNAP inh hi DEA – inhibitors of human TNAP at high phosphate acceptor concentration; 200,000 compounds, 0.03% hits; inhibition, % at 20 µM; purified TNAP, CDP-star luminescence, 1 M DEA; P05186;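 active = over 50% inhibition of tissue-nonspecific alkaline phosphatase at 20 µM in the single-dose screen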;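 also: plate controls were DMSO wells for no effect and EDTA-quenched wells as full inhibition for full effect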
# Target sequence (P05186 whole entry, looked up): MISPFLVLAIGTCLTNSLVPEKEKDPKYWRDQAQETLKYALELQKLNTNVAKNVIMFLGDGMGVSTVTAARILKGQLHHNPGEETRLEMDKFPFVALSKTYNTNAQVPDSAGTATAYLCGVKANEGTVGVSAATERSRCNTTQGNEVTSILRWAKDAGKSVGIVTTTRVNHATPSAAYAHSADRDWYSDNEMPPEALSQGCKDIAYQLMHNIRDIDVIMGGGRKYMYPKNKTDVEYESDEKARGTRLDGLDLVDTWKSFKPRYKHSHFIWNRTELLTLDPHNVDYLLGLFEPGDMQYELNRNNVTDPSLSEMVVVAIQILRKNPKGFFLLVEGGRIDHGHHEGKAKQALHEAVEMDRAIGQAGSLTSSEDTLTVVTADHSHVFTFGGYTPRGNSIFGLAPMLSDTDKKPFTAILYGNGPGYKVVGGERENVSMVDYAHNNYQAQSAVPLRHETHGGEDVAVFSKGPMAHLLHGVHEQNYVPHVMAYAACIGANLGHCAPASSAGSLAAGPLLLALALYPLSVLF
# TNAP inh noacc – inhibitors of human TNAP without phosphate acceptor; P05186; purified TNAP, CDP-star luminescence, 30 min; inhibition, % at 20 µM; 200,000 compounds, 0.26% hits; AID 1012;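 active = tissue-nonspecific alkaline phosphatase inhibition above about 50% at 20 µM in the single-dose screen, limit read from the data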;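 also: 0% = DMSO negative control and 100% = EDTA positive control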
# PPARg SRC1 recr – PPARgamma-driven SRC-1 recruitment agonism. P37231. AID 631. 200,000 compounds, 0.41% hits. activation, % at 8 µM. PPARgamma-SRC-1 coactivator recruitment biochemical assay; in the data active = activation above about 19%;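 also: 0% = DMSO and 100% = reference agonist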
# TNAP act hi DEA – increases human TNAP activity under high phosphate acceptor concentration | AID 1136 | purified TNAP, CDP-star luminescence, 1 M DEA, 30 min; hits give high values; 0 = EDTA background, 1 = DMSO-only activity | P05186 | activation factor at 20 µM | 200,000 tested, under 10 active;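 active = activation factor at least 2 at 20 µM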
#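 system = human TNAP | amount = enzyme diluted 1/800 final | reagent = 100 µM CDP-star substrate | signal = luminescent substrate turnover signal | dosing = one dose, 20 µM | benchmarks = EDTA negative control, DMSO positive control | measure = activation factor | timing = 30 min reaction, room temperature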
# Efa HMGR inh – E. faecalis class II HMG-CoA reductase inhibition. purified E. faecalis HMGR, NADPH absorbance 340 nm kinetic. 190,000 compounds, 0.41% hits. inhibition, % at 10 µM. AID 1066;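 active = inhibition above a set limit, the median over all tested compounds plus 3 SD, cut at about 9.5% in these data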;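 also: enzyme runs in reverse so mevalonate oxidation gives rising NADPH absorbance; 0% = complete reaction with DMSO and 100% = background rate lacking mevalonate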
# bIAP activator – increases bovine intestinal alkaline phosphatase activity | purified bovine IAP, CDP-star luminescence, 30 min; hits give high values; fold of DMSO-control signal, blank-subtracted | activation factor at 20 µM | 200,000 compounds, 0.17% hits;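 active = activation factor of 2 or more at 20 µM, a signal rise over negative controls twice the positive control's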
# PPARg SRC3 recr – agonists of human PPARgamma SRC-3 coactivator recruitment. P37231. biochemical PPARgamma/SRC-3 coactivator recruitment assay. activation, % at 8 µM. 200,000 compounds, 0.26% hits; in the data active = activation above about 23%;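 also: 0% = DMSO and 100% = reference agonist; some compounds past the cut are filed as inactive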
# * = called active by the depositor; . = not tested or not shown.
1. C/C(=N\NC(=O)c1ccc([N+](=O)[O-])c(C)c1)c1ccccc1Cl
2. CC(NS(=O)(=O)c1ccccc1)C(c1cccs1)N1CCOCC1 (stereo not given)
3. COc1ccc(-n2nc(C(=O)NCC(=O)NCC3CCCO3)c3ccccc3c2=O)c(OC)c1 (stereo not given)
4. O=C(O)COc1cccc(NC(=O)c2ccccc2)c1
5. O=C(O)c1c2c(nc3ccc(Cl)cc13)CCC2
6. CC(=O)C1=C(C)NC(SCC(N)=O)=C(C#N)C1C (stereo not given)
7. Cc1ccc(C)n1-c1ccc(-n2cnnn2)cc1
8. CCc1nnc(NC(=O)c2ccc(S(=O)(=O)N3CCOCC3)cc2)s1
Screen / compound no.	1	2	3	4	5	6	7	8
SRC2 TRFRET art	1666	1648	1497	1565	1564	1635	1593	1336
PPARg SRC-2 ag	4	3	-3	6	2	-2	-2	-11
bIAP inh	19	-8	6	7	-5	18	1	15
TNAP inh hi DEA	-4	-3	0	-4	2	-8	-2	-7
TNAP inh noacc	-7	-9	-10	-13	-4	-18	-1	-22
PPARg SRC1 recr	-2	5	-1	2	10	9	-5	7
TNAP act hi DEA	1	1	1	1	1	1.1	1	1.1
Efa HMGR inh	0	-2	3	-1	-2	-6	-3	-4
bIAP activator	0.8	1.1	0.9	0.9	1	0.8	1	0.9
PPARg SRC3 recr	3	1	-9	-3	2	8	5	-11

9. O=C(COC(=O)c1ccc(Cl)c(S(=O)(=O)N2CCN(c3ccc(F)cc3)CC2)c1)Nc1cccc(Cl)c1
10. Cc1ccc(C(=O)OCc2c(C)noc2C)cc1NC(=O)c1ccco1
11. CCOC(=O)C(C(=O)Nc1ccccc1C)C1CCCCC1 (stereo not given)
12. O=C(CN1CCN(c2ccccn2)CC1)NCCc1ccccc1
13. COc1ccc(Cl)cc1NC(=O)C1CCCO1 (stereo not given)
14. CSc1nc(N(C)C)nc(N(C#N)CCOC(C)=O)n1
15. O=C(Oc1ccc(/C=N/O)cc1)c1ccccc1Cl
16. CCn1ncc(/C=C/C(=O)c2ccccc2)c1C
Screen / compound no.	9	10	11	12	13	14	15	16
SRC2 TRFRET art	1596	1713	1693	1452	1571	1771	1526	1410
PPARg SRC-2 ag	-5	11	6	4	0	10	-2	-6
bIAP inh	-16	2	8	-1	3	-3	-7	4
TNAP inh hi DEA	-7	-1	-3	-7	-8	1	-2	-6
TNAP inh noacc	-6	-1	11	-14	-14	0	-12	-7
PPARg SRC1 recr	-2	3	1	0	11	6	10	-7
TNAP act hi DEA	1.1	1	1	1.1	1.1	1	1	1.1
Efa HMGR inh	-3	4	-3	1	1	4	4	3
bIAP activator	1.2	1	0.9	1	1	1	1.1	1
PPARg SRC3 recr	-5	-1	0	-5	2	0	0	-3

17. Cc1c(CNC2CCCC2)c(C(=O)O)c(C)n1Cc1ccccc1
18. O=C(NCCc1ccccc1)Nc1ccc(Cl)cc1
19. O=C1C(C=NCCN2CCOCC2)=C(O)c2ccccc21
20. Fc1ccc(OCc2nc(-c3ccc(Br)o3)no2)c(F)c1
21. CCSc1nc2ccccc2n1Cc1nc(N)nc(N(C)C)n1
22. COc1ccccc1N1CCN(C(=O)Cn2c(=O)[nH]c3ccsc3c2=O)CC1
23. COc1ccc(NC(=O)Nc2nnc(-c3ccncc3)s2)cc1
24. Cc1nc2ccc(Nc3ccncc3)cc2s1
Screen / compound no.	17	18	19	20	21	22	23	24
SRC2 TRFRET art	1498	1831	1682	1586	1610	1444	1640	1692
PPARg SRC-2 ag	0	6	0	-8	7	2	6	11
bIAP inh	0	-5	-1	.	-4	3	7	-2
TNAP inh hi DEA	1	8	2	-8	-7	-3	-7	-3
TNAP inh noacc	-14	-28	-6	7	-11	-5	-4	-14
PPARg SRC1 recr	-5	6	10	-1	-2	6	8	6
TNAP act hi DEA	1	0.9	1	1.1	1.1	1	1.1	1
Efa HMGR inh	1	3	-1	-11	-5	-5	0	-5
bIAP activator	1	1	1	0.4	1	1	0.9	1
PPARg SRC3 recr	-3	-1	3	8	0	6	6	4

25. CSc1ccc(CN2CCN(C(=O)c3ccncc3)CC2)cc1
26. O=C(COC(=O)Cc1cn2ccsc2n1)NC12CC3CC(CC(C3)C1)C2
27. O=C(O)C1C2CCC(O2)C1C(=O)Nc1ccc(O)cc1 (stereo not given)
28. Cc1ccc(C(=O)CSc2nn3c(=O)c(C(C)(C)C)nnc3s2)cc1
29. CCOC(=O)c1c(C)oc2cc(Br)c(O)c(Br)c12
30. CCOC(=O)C1=C(C)N(C)C(C)=C(C(=O)OCC)C1c1ccc(C(=O)OC)cc1
31. Cc1ccc(OCCn2cc(/C=C(\C#N)C(=O)NCC3CCCO3)c3ccccc32)cc1 (stereo not given)
32. O=C(Nc1cccc2nsnc12)c1cccnc1
Screen / compound no.	25	26	27	28	29	30	31	32
SRC2 TRFRET art	1737	1605	1592	1629	1596	1431	1621	1568
PPARg SRC-2 ag	3	-1	2	1	0	-3	8	-14
bIAP inh	-6	11	9	7	13	1	-2	2
TNAP inh hi DEA	-6	-6	2	2	-3	-10	2	-1
TNAP inh noacc	-10	-16	-3	-6	-14	-13	-21	-18
PPARg SRC1 recr	2	-4	0	7	2	-1	4	-5
TNAP act hi DEA	1.1	1.1	1	1	1	1.1	1	1
Efa HMGR inh	-5	6	-4	-5	-11	-6	-3	-2
bIAP activator	1.1	0.9	0.9	0.9	0.9	1	1	1
PPARg SRC3 recr	6	-1	-1	7	-1	-6	5	2

# 5 compounds out of the list, arranged by number of heavy atoms, highest first:
30. CCOC(=O)C1=C(C)N(C)C(C)=C(C(=O)OCC)C1c1ccc(C(=O)OC)cc1
26. O=C(COC(=O)Cc1cn2ccsc2n1)NC12CC3CC(CC(C3)C1)C2
28. Cc1ccc(C(=O)CSc2nn3c(=O)c(C(C)(C)C)nnc3s2)cc1
25. CSc1ccc(CN2CCN(C(=O)c3ccncc3)CC2)cc1
32. O=C(Nc1cccc2nsnc12)c1cccnc1
Screen / compound no.	30	26	28	25	32
SRC2 TRFRET art	1431	1605	1629	1737	1568
PPARg SRC-2 ag	-3	-1	1	3	-14
bIAP inh	1	11	7	-6	2
TNAP inh hi DEA	-10	-6	2	-6	-1
TNAP inh noacc	-13	-16	-6	-10	-18
PPARg SRC1 recr	-1	-4	7	2	-5
TNAP act hi DEA	1.1	1.1	1	1.1	1
Efa HMGR inh	-6	6	-5	-5	-2
bIAP activator	1	0.9	0.9	1.1	1
PPARg SRC3 recr	-6	-1	7	6	2

# Following part.
33. CC(C)(C)CNc1cc(N2CCCC2)ccc1[N+](=O)[O-]
34. OC1(c2ccc(F)cc2)CN(c2ccccc2)C2=[N+]1CCS2 (stereo not given)
35. Cc1ccc(SCCC(=O)Nc2ccccc2C(=O)NC2CCCCC2)cc1
36. NC(=O)Cc1ccc(C(=O)c2ccc(Cl)cc2)s1
37. O=c1[nH]c2ccccc2nc1C(Cl)c1ccccc1 (stereo not given)
38. Cc1ccc(-n2c(C3CC3c3ccc(Cl)cc3)n[nH]c2=S)cc1 (stereo not given)
39. O=C(Cc1cccs1)Nc1ccc2c(c1)C(=O)OC2
40. Cc1ccnc(NC(=O)c2ccccc2[N+](=O)[O-])c1
Screen / compound no.	33	34	35	36	37	38	39	40
SRC2 TRFRET art	1648	1534	1569	1613	1543	1488	1456	1534
PPARg SRC-2 ag	1	2	12	2	13	3	-2	0
bIAP inh	13	0	0	13	14	15	6	10
TNAP inh hi DEA	7	0	-3	2	-3	7	-2	-5
TNAP inh noacc	3	-4	-16	-4	-6	10	-8	-16
PPARg SRC1 recr	-4	2	2	4	3	1	2	16
TNAP act hi DEA	0.9	1	1	1	1	0.9	1	1
Efa HMGR inh	-3	-5	-2	5	-3	0	-6	3
bIAP activator	0.9	1	1	0.9	0.9	0.9	0.9	0.9
PPARg SRC3 recr	-5	2	0	1	4	-1	-6	5

41. O=C(COC(=O)Cc1ccc(Cl)cc1)Nc1c(F)cccc1F
42. CCOC(=O)c1ccc(NC(=O)CSc2nc3c(c(=O)n2-c2ccccc2OC)SCC3)cc1
43. CC(=O)Nc1ccc(Nc2ncnc3c2cnn3-c2ccc(C)cc2C)cc1
44. CCOc1ccc(-n2c(N)c(C(=O)N3CCN(C)CC3)sc2=S)cc1
45. COCC(C)n1c(C)cc(C(=O)COC(=O)c2n[nH]c3ccccc23)c1C (stereo not given)
46. COC(=O)c1cn(NC(=O)c2cc([N+](=O)[O-])ccc2F)c(=O)c2ccccc12
47. CC1CCCCN1S(=O)(=O)c1ccc(C(=O)Nc2nnc(-c3ccncc3)o2)cc1 (stereo not given)
48. COC(=O)c1ccc(C)c(NC(=S)NCc2ccc(Cl)cc2)c1
Screen / compound no.	41	42	43	44	45	46	47	48
SRC2 TRFRET art	1655	.	1520	1425	1558	1499	1677	1598
PPARg SRC-2 ag	-2	.	-2	-1	7	1	0	0
bIAP inh	9	-3	-5	-3	-51	-22	-14	22
TNAP inh hi DEA	-3	-3	0	-7	-2	-2	-2	-2
TNAP inh noacc	-12	0	-10	-13	41	-7	5	-2
PPARg SRC1 recr	-2	.	-5	-6	-6	12	-2	-2
TNAP act hi DEA	1	1	1	1.1	1	1	1	1
Efa HMGR inh	-1	.	0	-1	-9	2	-3	-10
bIAP activator	0.9	1	1	1	1.5	1.2	1.1	0.8
PPARg SRC3 recr	-2	.	4	1	3	1	6	1

49. Cc1cc(C)c(-n2c(C)cc(/C=C3/NC(=O)NC3=O)c2C)c(C)c1
50. COc1ccc(N2CCC(CNC(=S)Nc3cccc(OC)c3)C2)cc1 (stereo not given)
51. Cc1cnc(NC(=O)CN2CCN(c3ccccc3F)CC2)s1
52. CCCC(=O)N1CCN(c2ccc(NC(=O)c3cccs3)cc2Cl)CC1
53. O=C1[C@H]2[C@H](ON3CCCC[C@H]23)C(=O)N1c1ccc(Cl)cc1
54. Cc1ccc(-c2nnn(CC(=O)N(c3ccc(F)cc3)C(C(=O)NC(C)(C)C)c3ccco3)n2)o1 (stereo not given)
55. COc1ccc(NC(=O)N(C2CCCCC2)C(C)c2ccco2)c(OC)c1 (stereo not given)
56. CC(=O)c1cc2c(cc1NC(=O)CN1CCN(c3ccc(F)cc3)CC1)OCO2
57. COc1ccc(NC(=O)Cc2ccc(Cl)cc2)cc1NC(=O)c1ccco1
58. CCn1cc(C(=O)Nc2cccc(C)c2)c(=O)c2ccc(C)nc21
59. O=C(NC1CCCCCC1)c1c(F)c(F)c(F)c(F)c1F
Screen / compound no.	49	50	51	52	53	54	55	56	57	58	59
SRC2 TRFRET art	1593	1891	1386	1828	1483	1312	1388	1713	1355	1474	1654
PPARg SRC-2 ag	8	-7	2	4	6	-4	0	-1	3	2	7
bIAP inh	13	7	-12	-18	-18	-8	3	7	12	15	3
TNAP inh hi DEA	-6	-3	-2	-4	1	-2	-2	-1	-3	-3	-6
TNAP inh noacc	-1	-10	-6	-7	0	-8	10	-11	-13	-12	4
PPARg SRC1 recr	-2	4	-1	5	13	-7	10	1	-3	6	-2
TNAP act hi DEA	1.1	1	1	1	1	1	1	1	1	1	1.1
Efa HMGR inh	-7	-3	3	1	-5	3	-2	-3	-5	5	2
bIAP activator	0.9	0.9	1.1	1.2	1.2	1.1	1	0.9	0.9	0.8	1
PPARg SRC3 recr	4	6	7	2	-1	5	6	-2	-8	2	-1
